# Assay outcomes as filed in PubChem.
# K1F lysis inhibition = protection from phage-mediated lysis, alamar blue read-out – E. coli UTI89, K1F phage, bacterial capsule biogenesis inhibitors (AID 488966); hit rate 0.02% among 340,000; one-dose inhibition, % at 100 µM; IC50 in µM for titrated hits; E. coli UTI89 K1F phage lysis, alamar blue, 2 h; higher % means a stronger effect;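 active = phage lysis inhibition, versus mean bacterial control, above a set limit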;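 note: capsule biogenesis inhibitors block K1F phage lysis so surviving cells raise fluorescence; higher fluorescence means more inhibition of phage lysis; actives were called in the ten point dose series up to 300 µM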
# GPR55 antagonists = inhibition of LPI-stimulated GPR55 beta-arrestin translocation – imaging, U2OS, beta-arrestin-GFP, LPI agonist, primary screen (AID 2013); inhibition, % at 10 µM; hits with a dose series show IC50 in µM; hit rate 0.13% among 290,000; U2OS GPR55 beta-arrestin-GFP translocation imaging, LPI antagonism; higher % means a stronger effect;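 active = spots per cell inhibited over 60%, with over 100 cells counted and total cytoplasm intensity under 500,000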;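 note: U2OS cells stably carrying GPR55 and arrestin-GFP stimulated by 5 µM LPI near EC80; imaged beta-arrestin-GFP aggregate spots per cell after agonist stimulation; plate controls were LPI-stimulated DMSO wells for no effect and DMSO wells without LPI for full effect; some results filed as inactive read as strong as hits; confirmed hits need IC50 under 10 µM and bright autofluorescent wells are also inconclusive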
# SV40 large T antigen = TAg ATPase/helicase activity blockers – biochemical (AID 1903); SV40 large T antigen ATPase/helicase inhibition assay; higher % means a stronger effect; inhibition, % at 20 µM; hits with a dose series show IC50 in µM; hit rate 0.39% among 310,000; in the data active = a potency from the dose series; note: strong numbers were not always called active
# RSV CPE inhibition = inhibition of RSV-induced cytopathic effect – HEp-2 cells, primary 10 µM value included (AID 2391) | one-dose CPE inhibition, % at 10 µM; IC50 in µM for titrated hits | hit rate 0.13% among 310,000 | HEp-2 cells, RSV-induced CPE inhibition; higher % means a stronger effect; in the data active = a potency from the dose series; note: strong numbers were not always called active
# Rac1 GTP hydrolysis = MgcRacGAP GTPase-activating activity inhibitors, confirmation, biochemical, ADP Hunter fluorescence; AID 624330; hit rate 0.6% among 340,000; MgcRacGAP-stimulated Rac1 GTP hydrolysis, ADP Hunter fluorescence; higher % means a stronger effect; GST-tagged Rac1 F28L mutant substrate; one-dose inhibition, % at 30 µM; IC50 in µM for titrated hits;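 active = first-screen hits whose inhibition reached a set limit at any dose in the follow-up dose series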;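 note: fluorescence reports GDP produced by GAP-driven GTP hydrolysis; strong numbers were not always called active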
# Salmonella PhoP GFP = inhibitors of PhoP regulon expression, primary screen, Salmonella Typhimurium, GFP reporter (AID 1863). S. Typhimurium PhoP-regulated promoter GFP reporter, 4 h; higher % means a stronger effect. inhibition, % at 50 µM; hits with a dose series show IC50 in µM. hit rate 0.16% among 300,000;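 active = inhibition over 29.93%, a cutoff 3 SD above the screen mean, later confirmed by dose response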;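 note: 0% = low Mg2+ inducing control and 100% = high Mg2+ repressing control; strong numbers were not always called active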
# GPR35 arrestin U2OS = GPR35 antagonists blocking zaprinast-driven arrestin recruitment, primary screen, imaging, U2OS, beta-arrestin-GFP, zaprinast agonist (AID 2058) | U2OS GPR35 beta-arrestin-GFP translocation imaging, zaprinast antagonism; higher % means a stronger effect | one-dose inhibition, % at 10 µM; IC50 in µM for titrated hits | hit rate 0.052% among 290,000;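 active = inhibition of at least 50% with at least 30 cells and total cytoplasm GFP at most 10,000,000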
# NS5 inhibitors = flavivirus cap methylation enzyme inhibition – biochemical, confirmation dose response, primary screen (AID 588689); Dengue-2 NS5 methyltransferase capping enzyme assay, biochemical; higher % means a stronger effect; inhibition, % at 25 µM; hits with a dose series show IC50 in µM; hit rate 0.3% among 340,000; in the data active = a potency from the dose series
# HIV fusion peptide = cell-free HIV fusion peptide-binding blockers – biochemical, uHTS, fluorescence dequenching, primary screen (AID 1986) | cell-free peptide binding, fluorescence dequenching, 30 min; higher % means a stronger effect | one-dose inhibition, % at 20 µM; IC50 in µM for titrated hits | hit rate 0.3% among 290,000; in the data active = inhibition mostly above about 52%, no sharp cut-off; inactive = mostly below about 76%; note: some results filed as inactive read as strong as hits
# NS5 inhibitors pilot replicate = recorded beside NS5 inhibitors, whose call it bears; inhibition, %; measured here: pilot screen replicate inhibition
# Starred values were filed as active, the others as inactive; . = no result given; [ ] = another dose, or the depositor's remark.
SMILES,K1F lysis inhibition,GPR55 antagonists,SV40 large T antigen,RSV CPE inhibition,Rac1 GTP hydrolysis,Salmonella PhoP GFP,GPR35 arrestin U2OS,NS5 inhibitors,HIV fusion peptide,others
COc1ccc(NC(=O)c2cc(-c3ccc(C)o3)nc3ccccc23)cc1OC,0.2%,2%,21%,0.1%,1%,10%,-1%,.,4.3%,
CCCNS(=O)(=O)c1ccc(CCC(=O)N2CCN(c3ccc(OC)cc3)CC2)cc1,1.8%,-16%,31%,12%,16%,-9%,19%,-1%,-1.2%,
O=S(=O)(NCc1cccs1)c1ccc(Br)cc1,0.9%[50 µM],-2%,8%,1.1%,7%,10%,9%,-5%,-1.2%,
O=C(NCc1csc(-c2ccccc2)n1)c1cc(F)cc2c1OCOC2,0.7%,1%,8%,9.7%,10%,-4%,5%,-2%,-0.9%,
O=C(O)C1=C[C@@H](c2ccc(Br)cc2)C[C@@H](OCCCCO)O1,1.4%,.,9%,0.1%,5%,.,.,5%,.,
CCCc1nc2c(nnn2Cc2ccccc2)c(=O)[nH]1,0.0%,3%,3%,3.4%,-7%,-14%,-8%,-6%,1.3%,
CN(C(=O)COC(=O)Cn1c(C(F)(F)F)nc2ccccc21)c1c(N)n(Cc2ccccc2)c(=O)[nH]c1=O,0.1%,-11%,-2%,-0.1%,6%,-3%,-4%,-5%,-0.4%,
COc1cccc(NS(=O)(=O)Cc2ccccc2)c1,-0.1%,11%,-1%,1.3%,9%,-7%,1%,2%,-1.5%,
O=C1CCCN1c1ccc(N2CCCC2=O)cc1,0.2%,-2%,6%,-0.2%,-2%,-4%,8%,-8%,-1.5%,NS5 inhibitors pilot replicate=-3.3
O=c1cc[nH]c2cc(C(F)(F)F)ccc12,0.4%,12%,2%,-1.2%,10%,10%,15%,-2%,-1.9%,
CCN1C(c2ccccc2)=C(c2ccccc2)S/C1=C/C=C1\SC(=S)N(C)C1=O,0.5%,-1%,8%,.,15%,5%,17%,19%,9.5%,
CCOC(=O)c1ccc(NC(=O)Nc2ccccn2)cc1,-0.1%,-3%,5%,7.0%,7%,-6%,-6%,-1%,0.8%,
COc1ccccc1C1N(c2cc(Cl)ccc2OC)C(=O)C2CCCN21 (centres undefined),1.5%,-1%,5%,0.1%,4%,11%,7%,-4%,-0.4%,
O=C(Nc1cccc2ccccc12)c1cn(-c2ccccc2)nc1-c1cccs1,-0.7%,9%,9%,5.7%,9%,-1%,1%,-8%,0.3%,
COc1ccc(Cl)cc1NC(=O)C1CCCN(S(C)(=O)=O)C1 (centres undefined),0.1%,-5%,0%,1.2%,-8%,5%,3%,-4%,0.5%,
O=C1c2ccccc2C(=O)N1c1cc([N+](=O)[O-])ccn1,-0.3%,17%,11%,0.1%,5%,-4%,-13%,9%,0.9%,
O=C(O)COCC(=O)Nc1ccc2c(c1)CCC2,3.4%,-9%,-1%,1.1%,4%,-14%,-3%,-1%,-3.3%,
COc1ccc(-c2c(NC(C)=O)n(C)c3ccccc3c2=O)cc1,0.8%,9%,3%,1.1%,3%,12%,11%,-5%,0.3%,NS5 inhibitors pilot replicate=-4.7
O=C(c1noc2c1CSc1ccccc1-2)N1CCN(c2ccc(Cl)cc2)CC1,0.4%,-8%,-1%,2.8%,5%,7%,22%,-6%,1.2%,
CCC1(C)Cc2c(sc3nnn(CC(=O)Nc4ccc(C)cc4)c(=O)c23)CO1 (centres undefined),3.1%,16%,9%,5.3%,3%,-7%,8%,1%,-1.1%,
CCN(CC)CCOC(=O)c1ccc([N+](=O)[O-])cc1,1.3%,7%,-1%,.,1%,-3%,-8%,0%,-1.3%,
CN(C)c1cccc(C(=O)NC2CCCc3ccccc32)c1 (centres undefined),0.4%,2%,11%,4.0%,5%,-2%,-15%,-2%,-4.7%,
CC12COC3(P(=O)(c4ccccc4)c4ccccc4)CC1CCC23CP(=O)(c1ccccc1)c1ccccc1 (centres undefined),-0.5%,3%,6%,11%,7%,3%,-6%,-3%,-0.7%,
Cc1nnc(-c2ccc(N3CCOCC3)c([N+](=O)[O-])c2)o1,2.0%,.,.,8.0%,11%,.,.,-2%,.,
Cn1nnnc1SCc1ccc(C(=O)Nc2ccccc2F)cc1,-0.3%,-5%,-2%,0.2%,10%,-3%,-2%,-1%,-0.7%,
CCOCCCNC(C(=O)Nc1ccc(OC)c(Cl)c1)c1ccccc1 (centres undefined),-0.3%,-1%,8%,-0.6%,-1%,1%,14%,-5%,-2.3%,
COc1ccc(-n2c(C)c(C(C)=O)c3cc(OCC(N)=O)ccc32)cc1,0.1%,9%,19%,2.6%,4%,-9%,2%,2%,0.4%,
CC(C)C[C@@H]1NC(=O)[C@H](C(C)C)NC(=O)c2cc([N+](=O)[O-])cc(I)c2OCC[C@@H](C(N)=O)NC1=O,0.6%,2%,17%,-0.4%,9%,-2%,1%,-6%,7.3%,
CC1CCCCN1C(=O)CCS(=O)(=O)c1cccc2nonc12 (centres undefined),0.2%,4%,15%,2.7%,2%,2%,6%,-8%,-1.2%,
O=C(NCc1cccc(Cl)c1)c1ccc2ccccc2n1,0.2%,16%,4%,7.8%,12%,10%,-8%,0%,-0.9%,
O=S(=O)(c1cc(Cl)ccc1Cl)N1CCN(c2ccccn2)CC1,0.2%,-2%,7%,8.0%,9%,0%,30%,1%,2.6%,
O=C(Cn1c(=O)cnc2ccccc21)Nc1cccc(S(=O)(=O)N2CCOCC2)c1,0.0%,.,.,0.6%,2%,.,.,-5%,.,
CCCc1nc(SCc2ccccc2Cl)n[nH]1,-0.5%,0%,2%,1.9%,5%,-3%,18%,-6%,0.4%,
CCCCNC(=O)Nc1ccccc1C(=O)Nc1ccc(OC)cc1,1.4%,11%,9%,0.2%,-2%,-2%,1%,-9%,22%,
CCCCOc1ccc(C(=O)OC(C)CN(C)C)cc1 (centres undefined),0.2%,-4%,-3%,-1.6%,0%,-4%,2%,-3%,-2.5%,
CCc1ccc(-c2nc(CS(=O)CC(=O)NCCN3CCCCCC3)c(C)o2)cc1 (centres undefined),0.2%,-7%,5%,0.1%,-7%,2%,15%,2%,1.6%,
CC(CCc1ccccc1)NC(=O)CNC(=O)c1cccs1 (centres undefined),-0.1%,9%,2%,1.2%,3%,2%,3%,-3%,-0.5%,
O=S(=O)(Nc1ccc(N2CCOCC2)cc1)c1cc(Cl)ccc1Cl,0.3%,3%,11%,0.5%,-8%,-2%,-9%,-2%,-3.1%,
COc1cccc2c(=O)cc(C)n(CC(=O)Nc3ccc(C)c(C)c3)c12,0.3%,1%,11%,-2.1%,14%,-6%,-4%,-1%,0.3%,
COc1ccc(Br)c(C(=O)NNC(=O)c2ccc(NS(=O)(=O)c3cccs3)cc2)c1,1.0%[50 µM],.,3%,-1.3%,4%,-7%,.,-5%,.,
O=C(NCCc1ccccc1)C1(S(=O)(=O)c2ccc(Cl)cc2)CC1,0.1%,6%,5%,1.9%,9%,2%,-2%,6%,-0.5%,
Cc1ccc(OCC(=O)N2CCOCC2)cc1C,1.9%,0%,14%,1.1%,-4%,-27%,1%,-7%,-0.8%,
Cn1cc(C(=O)N2CCCC(Nc3ccc(F)cc3)C2)c2ccccc21 (centres undefined),-0.1%,-16%,6%,2.4%,7%,-3%,0%,-2%,-1.4%,
O=C(O)CC(Cn1[nH]nnc1=S)c1ccccc1 (centres undefined),-0.5%,-2%,5%,0.6%,1%,-21%,-2%,-13%,6.0%,NS5 inhibitors pilot replicate=4.4
O=C(NCc1ccco1)c1cc2ccccc2o1,1.2%,8%,8%,1.3%,15%,2%,-15%,-3%,1.6%,
Cc1c(/C=N/n2cnnc2)c2ccccc2n1CCOc1ccccc1,0.4%,-5%,-5%,1.2%,8%,7%,6%,-1%,-1.0%,
Cc1cccc(C)c1NC(=O)COc1ccccc1C(=O)Nc1ccc(Br)cn1,1.6%[50 µM],2%,2%,2.4%,4%,-11%,-3%,-1%,1.3%,
CCOc1ccc(NC(=O)C2CC(=O)NC(N3CCc4ccccc43)=N2)cc1 (centres undefined),0.4%,7%,26%,0.2%,2%,-6%,-8%,-11%,-0.5%,
CCC(C)Sc1ccc([C@H]2N[C@@](Cc3ccccc3)(C(=O)OC)[C@H]3C(=O)N(CC)C(=O)[C@@H]23)cc1OC (some centres undefined),-0.4%,.,16%,2.0%,4%,-12%,.,-5%,.,
O=C(Cc1ccc(Cl)cc1)c1c[nH]c(C(=O)NCc2cccnc2)c1,-0.6%,2%,6%,-0.8%,5%,-1%,0%,-2%,-0.1%,
# The listing continues.
SMILES,K1F lysis inhibition,GPR55 antagonists,SV40 large T antigen,RSV CPE inhibition,Rac1 GTP hydrolysis,Salmonella PhoP GFP,GPR35 arrestin U2OS,NS5 inhibitors,HIV fusion peptide,others
O=C(NCc1ccccn1)c1ccc2c(c1)N(Cc1ccccc1)CCS2,-0.1%,-7%,13%,0.5%,16%,-6%,0%,-11%,-1.5%,
COc1cc(OC)cc(C(=O)N(CN2CCCC2=O)c2ccccc2OC)c1,1.3%,-1%,8%,2.2%,6%,8%,2%,4%,-0.8%,NS5 inhibitors pilot replicate=-4.6
CC1(CC(=O)N/N=C/c2ccc(-c3cccc(C(F)(F)F)c3)o2)OCCO1,0.4%,3%,-76%,14%,7%,11%,3%,-7%,1.8%,
Cc1cc(NC(=O)C(C)Sc2nnc(NCc3ccco3)s2)no1 (centres undefined),1.4%[50 µM],.,.,0.6%,6%,.,.,-10%,.,
Cc1cc(=O)[nH]c(-n2[nH]c(C)cc2=O)n1,2.0%,-9%,15%,0.7%,9%,-5%,2%,-6%,5.5%,
CCOc1ccc(C2NC(=O)c3n[nH]c(C)c32)cc1 (centres undefined),-0.6%,13%,6%,4.9%,8%,1%,-10%,-1%,-2.0%,
CC(C)N=C(NS(=O)(=O)c1ccc(Br)cc1)c1ccc(Cl)cc1,-0.2%,8%,0%,0.5%,1%,-8%,8%,-4%,-0.2%,
CCCCCC(=O)Nc1ccc(S(=O)(=O)Nc2ccc(Cl)nn2)cc1,0.2%,8%,7%,1.2%,5%,3%,1%,4%,-0.4%,

# Ordered by SMILES length (smallest number first): part of the list above
SMILES,K1F lysis inhibition,GPR55 antagonists,SV40 large T antigen,RSV CPE inhibition,Rac1 GTP hydrolysis,Salmonella PhoP GFP,GPR35 arrestin U2OS,NS5 inhibitors,HIV fusion peptide,others
Cc1cc(=O)[nH]c(-n2[nH]c(C)cc2=O)n1,2.0%,-9%,15%,0.7%,9%,-5%,2%,-6%,5.5%,
CCCCCC(=O)Nc1ccc(S(=O)(=O)Nc2ccc(Cl)nn2)cc1,0.2%,8%,7%,1.2%,5%,3%,1%,4%,-0.4%,
COc1cc(OC)cc(C(=O)N(CN2CCCC2=O)c2ccccc2OC)c1,1.3%,-1%,8%,2.2%,6%,8%,2%,4%,-0.8%,NS5 inhibitors pilot replicate=-4.6

# Rows are unselected. About 1.5% of those tested had a hit in this group.
